Screening data (PubChem)
NPYLR7 agonist = mosquito NPYLR7 agonism; HEK293T NPYLR7/Galpha15, GCaMP6s calcium fluorescence; activation, % at 10 µM; hit rate 0.15% among 270,000; in the data active = activation above about 40%;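 note: 0% = vehicle and 100% = reference agonist at the receptor; some compounds past the cut are filed as inactive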
hcGAS lum = human cGAS inhibition; AID 1259398; hit rate 0.081% among 290,000; recombinant h-cGAS, ATP depletion, Kinase-Glo luminescence; inhibition, % at 12.5 µM; Q8N884;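 note: 0% = vehicle reaction and 100% = reaction without DNA for no activity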
Target sequence (Q8N884 whole entry, looked up): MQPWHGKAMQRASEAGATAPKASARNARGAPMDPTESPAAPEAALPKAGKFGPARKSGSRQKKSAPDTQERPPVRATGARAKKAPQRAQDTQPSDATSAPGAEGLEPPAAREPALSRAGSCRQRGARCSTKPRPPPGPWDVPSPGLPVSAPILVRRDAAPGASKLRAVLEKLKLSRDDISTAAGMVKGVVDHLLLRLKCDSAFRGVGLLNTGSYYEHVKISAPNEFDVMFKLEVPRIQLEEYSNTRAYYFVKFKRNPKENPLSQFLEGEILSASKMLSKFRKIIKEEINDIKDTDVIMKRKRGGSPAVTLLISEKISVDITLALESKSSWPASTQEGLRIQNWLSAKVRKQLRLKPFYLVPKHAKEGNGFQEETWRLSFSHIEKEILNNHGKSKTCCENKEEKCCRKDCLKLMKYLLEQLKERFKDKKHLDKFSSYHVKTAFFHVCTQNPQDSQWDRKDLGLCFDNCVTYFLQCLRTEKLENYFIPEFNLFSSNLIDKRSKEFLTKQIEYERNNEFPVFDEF
mcGAS inh = mouse cGAS inhibition by luminescence; Q8C6L5; recombinant cGAS, Kinase-Glo ATP depletion luminescence; inhibition, % at 12.5 µM; hit rate 0.15% among 160,000;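 note: 0% = negative control wells and 100% = reference inhibitor with no enzyme activity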
* hit, by the source's call. Cut-off read from the data, not from the text of the source, unless noted: active = inhibition above about 40%; inactive = the rest. Random draw from the library. About 0.27% of those tested had a hit in this group.

`CC(C)N(C(=O)CSc1nc(=O)n2ccccc2n1)C(C)C` gave NPYLR7 agonist 12, hcGAS lum -1 and mcGAS inh -2.
Oc1cccnc1I was read as NPYLR7 agonist -6, hcGAS lum -4 and mcGAS inh -6.
COCCN(Cc1ccc(OC)cc1)c1c(C)nc2ccc(C(=O)Nc3cccc(OC)c3)cn12 was read as NPYLR7 agonist -3, hcGAS lum -6 and mcGAS inh -3.
For Cn1c(-c2ccsc2)cc2c(Nc3ccc(O)cc3)nccc21 the results were NPYLR7 agonist -6, hcGAS lum -1 and mcGAS inh -5.
`CCC(C(=O)N1CCSC1c1cccc(OCc2ccccc2)c1)c1ccccc1` (configuration not stated) gave NPYLR7 agonist -3, hcGAS lum -1 and mcGAS inh -4.
Screening O=C(O)CN1CCC(c2cc(Cc3ccccc3)[nH]n2)CC1 returned hcGAS lum -3 and mcGAS inh -7.
For COc1ccc(CN2CCN(c3cc(Oc4ccccc4Cl)ncn3)CC2)cc1 the results were NPYLR7 agonist 12, hcGAS lum -12 and mcGAS inh -6.
CSc1ccc(NC(=O)N2CCN(C(=O)CCN3CCc4sccc4C3c3cccc(F)c3)CC2C)cc1 (configuration not stated) was read as NPYLR7 agonist 11, hcGAS lum -3 and mcGAS inh -7.
For CCc1[nH]c2c(CNC(=O)CN3CCC(N(C)C)C3)cc(C)cc2c1C (configuration not stated) the results were NPYLR7 agonist -1 and hcGAS lum -10.
Cc1ccc(NC(=O)CSc2nc(C)nc3sc4c(c23)CCC4)c(C)c1 was read as NPYLR7 agonist 0, hcGAS lum -7 and mcGAS inh -4.
Screening O=C(Nn1cnc2c(cnn2-c2ccccc2)c1=O)C1CC(=O)N(c2ccc(F)cc2)C1 (configuration not stated) returned NPYLR7 agonist 14 and hcGAS lum -4.
Screening N#CC1(NC(=O)CN2CCCc3cc(OC(F)(F)F)ccc32)CCCC1 returned NPYLR7 agonist 1 and hcGAS lum -4.
`CCOC(=O)c1cc(NC(=O)Nc2ccc(Br)cc2)c(C)nc1C` gave NPYLR7 agonist -4 and hcGAS lum 3.
Screening O=C(Nc1nnc(SCc2cccc([N+](=O)[O-])c2)s1)C1CCC1 returned NPYLR7 agonist -6, hcGAS lum -5 and mcGAS inh -5.
CCN1CCN(c2nc(Nc3ccccc3)c3nccnc3n2)CC1 was read as NPYLR7 agonist 1 and hcGAS lum 13.
Screening C#CCN(CCc1ccc2c(c1)CCO2)C1CCS(=O)(=O)C1 (configuration not stated) returned NPYLR7 agonist 0 and hcGAS lum -12.
CCCCCC(=O)N1CCN(C(=O)CCCCSc2nnc(Cc3ccccc3)n2-c2ccccc2C)CC1C (configuration not stated) was read as hcGAS lum -6 and mcGAS inh -7.
For COc1ccc(-c2ccc(-n3cccc3)nc2)c(OC)c1OC the results were NPYLR7 agonist 22, hcGAS lum 0 and mcGAS inh -10.
`CCN(CC)CCn1c(N)nc2ccccc21` gave NPYLR7 agonist 3 and hcGAS lum -12.
For O=C(c1cccc2cc[nH]c12)N1CCN(Cc2ccc(-c3noc(-c4cccnc4)n3)cc2)CC1 the results were NPYLR7 agonist -2, hcGAS lum -4 and mcGAS inh -5.
COc1ccc(C2Nc3ccccc3C(=O)N2c2ccc(F)cc2)cc1COc1ccc(NC(C)=O)cc1 (configuration not stated) was read as NPYLR7 agonist -3 and hcGAS lum -2.
Screening Cc1cc(-c2nnc(NC(=O)c3ccccc3)o2)n(C)n1 returned NPYLR7 agonist -1, hcGAS lum -3 and mcGAS inh -4.
Screening CCN(Cc1ccc(Cl)s1)S(=O)(=O)c1cccc(C(C)=O)c1 returned NPYLR7 agonist -9 and hcGAS lum -4.
`CN(Cc1cccc2ncccc12)Cc1nnc(CC2CCNCC2)n1C` gave NPYLR7 agonist -4, hcGAS lum -1 and mcGAS inh -7.
`Cc1cc(NC=C(Cl)C(=O)C(F)(F)F)n[nH]1` gave NPYLR7 agonist 3, hcGAS lum 4 and mcGAS inh -6.
For Cc1cccc(-n2c(CNC(=O)c3ccco3)nnc2SCC(=O)Nc2nc3ccccc3s2)c1 the results were NPYLR7 agonist -3, hcGAS lum -4 and mcGAS inh -2.
For CN(C)CCn1c2c(c(SCC(=O)Nc3cccc(C(F)(F)F)c3)nc1=O)CCC2 the results were NPYLR7 agonist -4, hcGAS lum 1 and mcGAS inh -5.
`CCCCN(CC(=O)N(CCc1c[nH]c2ccccc12)Cc1ccc(F)cc1)C(=O)NCC` gave NPYLR7 agonist 11, hcGAS lum -10 and mcGAS inh -6.
C1=CC(c2ccc(C=NNc3nc4ccccc4s3)s2)CC1 (configuration not stated) was read as NPYLR7 agonist 16 and hcGAS lum -8.
COC(=O)c1ccc2c(c1)CC(CNC(=O)/C=C/c1ccccc1)O2 (configuration not stated) was read as NPYLR7 agonist 3, hcGAS lum -6 and mcGAS inh -11.
`Cc1c(C)c(C(=O)NCCN2CCOCC2)n(Cc2ccc(F)cc2)c1C` gave NPYLR7 agonist 20, hcGAS lum -4 and mcGAS inh -5.
COc1ccc(C(O)(c2ccc(OC)cc2)c2ccc(CN(Cc3ccsc3)C3CC3)o2)cc1 was read as NPYLR7 agonist 0, hcGAS lum -3 and mcGAS inh -6.
O=C(/C=C/c1c(F)cccc1F)N1CCC(c2nnc3n2CCC3)CC1 was read as NPYLR7 agonist 0, hcGAS lum -8 and mcGAS inh -12.
OC(CN1CCOCC1)Cn1c2ccccc2c2ccccc21 (configuration not stated) was read as NPYLR7 agonist -1 and hcGAS lum -2.
CCSc1nnc2ccc(-c3ccc(CC)cc3)nn12 was read as NPYLR7 agonist -17, hcGAS lum -6 and mcGAS inh -8.
COc1cccc(CN2CCNC(=O)C2CC(=O)N2CCCC2)c1OC (configuration not stated) was read as NPYLR7 agonist 11 and hcGAS lum -5.
Screening O=C(NC1CCN(C(=O)C2CC2)CC1)c1ccccc1F returned NPYLR7 agonist 1 and hcGAS lum -16.
Screening CCc1noc(CN(C)C(=O)/C=C/c2ccccc2OC(F)(F)F)n1 returned NPYLR7 agonist 11 and hcGAS lum -10.
For COc1ccc(S(=O)(=O)N2CCN(c3ccc(-c4ccccc4C)nn3)CC2)cc1C the results were hcGAS lum -2 and mcGAS inh -5.
Screening CC1(c2ccco2)NC(=O)N(CC(=O)Nc2cccc(C#N)c2)C1=O (configuration not stated) returned NPYLR7 agonist -9 and hcGAS lum -11.
Screening O=C(O)Cn1cc(/C=C2/CSc3ccc(Cl)cc3C2=O)nn1 returned NPYLR7 agonist -1 and hcGAS lum -9.
`Cc1cc(I)ccc1NC(=O)C1CCCN1Sc1ccccc1[N+](=O)[O-]` (configuration not stated) gave NPYLR7 agonist -4 and hcGAS lum -4.
`COc1cc(CN(C)CC2CCN(Cc3ccc(C)o3)CC2)ccc1F` gave NPYLR7 agonist 3, hcGAS lum -7 and mcGAS inh -11.
`CC(=O)Nc1ccnn1C1CCN(Cc2c(F)cccc2Cl)CC1` gave NPYLR7 agonist -2, hcGAS lum -1 and mcGAS inh -3.
`CCc1nc(-c2ccccc2)nc(N2CCN(C(=O)c3ccccc3Cl)CC2)c1Cc1cc(C)ccc1C` gave NPYLR7 agonist 3, hcGAS lum -1 and mcGAS inh -4.
Screening CCCCCc1ccc(C(=O)CSc2nnc(NC(=O)COc3ccccc3)s2)cc1 returned hcGAS lum -4 and mcGAS inh -5.
For O=C(c1ccccc1)N1N=C(c2ccc(Br)cc2)CC1c1ccc([N+](=O)[O-])cc1 (configuration not stated) the results were NPYLR7 agonist 1, hcGAS lum 1 and mcGAS inh 2.
CC(C)(NC(=O)c1scnc1Cl)c1ccc(Br)cc1 was read as NPYLR7 agonist 3 and hcGAS lum -5.
Screening Cn1nnc2c(NCc3ccccc3Cl)ncnc21 returned NPYLR7 agonist 15 and hcGAS lum -11.
Screening CCOc1ccc(-c2cnc(COCc3ccccc3)[nH]2)cc1 returned NPYLR7 agonist -2 and hcGAS lum -2.
Screening OCC1(CCOc2ccccc2)CCN(c2ccc3ccccc3n2)CC1 returned NPYLR7 agonist -1, hcGAS lum -2 and mcGAS inh -14.
Cc1nc2ccccc2nc1N1CCN(C(=O)C(C)Cl)CC1 (configuration not stated) was read as NPYLR7 agonist -12, hcGAS lum -2 and mcGAS inh -1.
Screening COCC(C)NC(=O)c1ccc(CSc2ccccc2)o1 (configuration not stated) returned NPYLR7 agonist 7 and hcGAS lum -7.
`O=C(c1ccc(C#Cc2ccccc2)cc1)N1CCN(Cc2cc(=O)n3ccsc3n2)CC1` gave NPYLR7 agonist 0, hcGAS lum 1 and mcGAS inh -2.
For O=c1c2ccccc2c(-c2ccc(F)cc2)nn1CC(O)COCc1ccccc1 (configuration not stated) the results were NPYLR7 agonist 1, hcGAS lum -4 and mcGAS inh -4.
For C#CCOC(=O)N1CC2(CCCC2)NC(=O)C1CC(=O)O (configuration not stated) the results were NPYLR7 agonist 20 and hcGAS lum -5.
`O=C(O)CCS(=O)(=O)c1ncn[nH]1` gave NPYLR7 agonist 3 and hcGAS lum 4.
`Cc1nc(-n2cccc2)sc1C(=O)N1CC(=O)N(CCc2ccccc2)C(=O)C1` gave NPYLR7 agonist -3, hcGAS lum -3 and mcGAS inh -2.
Screening COc1ccc(-c2nnc(-c3ccccc3)o2)cc1S(=O)(=O)N1CCN(c2ccccc2)CC1 returned NPYLR7 agonist 11 and hcGAS lum -5.
CC(=O)Nc1cccc(C(=O)N2Cc3cnc(-c4ccccc4)nc3C2)c1 was read as NPYLR7 agonist -3 and hcGAS lum 2.
Screening O=C(c1cc(-c2ccccc2)on1)N1CCCC(Nc2ccccc2)C1 (configuration not stated) returned NPYLR7 agonist -4, hcGAS lum -8 and mcGAS inh -5.
Cc1ccc(-n2nc(C)c(=O)c(-c3ccccc3)c2NC(=O)c2ccco2)cc1C was read as NPYLR7 agonist 3 and hcGAS lum -4.
Screening CNC(=O)CNC(=O)Nc1ccc(Br)c(F)c1 returned NPYLR7 agonist 2, hcGAS lum -8 and mcGAS inh -13.
O=C(NC(c1ccc(F)cc1)c1cnccn1)C1CCN(Cc2cccc(C(F)(F)F)c2)CC1 (configuration not stated) was read as NPYLR7 agonist -11, hcGAS lum -1 and mcGAS inh 0.
For CCOC(=O)C1=NN(C(C)=O)C2(CC(=O)N(c3ccc(I)cc3)C2=O)C1 (configuration not stated) the results were NPYLR7 agonist 6 and hcGAS lum 1.
Screening Nc1nc(Cl)cc(Oc2ccc([N+](=O)[O-])cc2)n1 returned NPYLR7 agonist 0, hcGAS lum -3 and mcGAS inh -6.
For N#CC1C(=N)Oc2n[nH]c(-c3ccncc3)c2C1c1ccc2c(c1)OCO2 (configuration not stated) the results were NPYLR7 agonist -1 and hcGAS lum -8.
`CCn1c(SCC(=O)Nc2ccc(F)cc2)nnc1-c1ccco1` gave NPYLR7 agonist 1 and hcGAS lum -8.
For CC(=O)O[C@@H]1CC2C(C)(C)C(=O)CC[C@]2(C)C2CC[C@]3(C)C(=CC(=O)O[C@H]3c3ccoc3)[C@@]21C (some centres not stated) the results were hcGAS lum -5 and mcGAS inh -4.
Screening O=C(c1cnccn1)N(Cc1ccco1)c1ccc(Cl)cc1 returned NPYLR7 agonist 6 and hcGAS lum -4.
For CCCCOc1ccc(S(=O)(=O)Nc2ccccc2C(=O)NC2CCCCC2)cc1 the results were NPYLR7 agonist 21, hcGAS lum -10 and mcGAS inh -6.
`CN(C)CCCOc1ccc(-c2nnc3ccc(-c4cccc(C(F)(F)F)c4)cn23)cc1` gave NPYLR7 agonist 9, hcGAS lum -2 and mcGAS inh -8.
`Cc1csc(CNC(=O)c2coc(COc3cccc(C(F)(F)F)c3)n2)n1` gave NPYLR7 agonist -2 and hcGAS lum -1.
